Tau fluor cs = Counterscreen qHTS for Inhibitors of Tau Fibril Formation, Fluorescence Polarization; tau K18 P301L Alexa594 fluorescence, heparin fibrillization; Potency, µM (series often up to 57.7 µM), for inactives: at the top dose activity change, negative = decrease; 280,000 compounds, 0.93% hits; AID 1463, 2008; further: on the % scale 0 is the no-effect control and ±100 the full control effect; nearly all actives have a fitted effect of over 55% in size
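Human tau K18 P301L (15 uM unlabeled, 0.24 uM Alexa 594-labeled) in 100 mM sodium acetate pH 7 with 20 uM heparin, 6 hr at 37 C. ThT 30 uM added, 1 hr ambient; Alexa 594 FP and total fluorescence read at 555/632 nm.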
Tau ThT inhib = qHTS for Inhibitors of Tau Fibril Formation, Thioflavin T Binding | Microtubule-associated protein tau (Homo sapiens), P10636 | recombinant tau K18 P301L (four-repeat tau fragment), heparin-induced fibrillization, ThT fluorescence | Potency, µM (titrated, usually from 57.4 µM), for inactives: at the top dose activity, negative = inhibition, usual class: inhibitors | 270,000 compounds, 2.1% hits | AID 1460, 2008; further: on the % scale 0 is the no-effect control and ±100 the full control effect; nearly all actives have a fitted effect of over 55% in size
Target sequence (P10636 561-689 P618L limits assumed): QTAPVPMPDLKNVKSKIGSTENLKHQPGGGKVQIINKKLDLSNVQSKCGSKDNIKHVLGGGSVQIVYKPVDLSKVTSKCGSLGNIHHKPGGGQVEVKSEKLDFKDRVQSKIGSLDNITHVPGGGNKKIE
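In this qHTS, human K18 P301L tau is incubated with compound and heparin for 6 hr at 37 C, and Thioflavin T fluorescence then reports fibril load.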
HTT ATP protect = qHTS Multiplex Assay to Identify Dual Action Probes in a Cell Model of Huntington: Cytoprotection (ATP); 230,000 compounds, 0.14% hits; PC12 HTT-Q103 induced, cytoprotection, ATP luminescence, 40 h; AID 1471, 2008; Potency, µM (series often up to 56.4 µM), for inactives: cytoprotection (ATP increase), usual class: activators;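 further: % of control where 0% means no effect; nearly all actives have a fitted effect of over 45% in size; toxic huntingtin expression switched on by the ecdysone agonist tebufenozide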
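ATP quantification (ATPlite) reports survival of PC12 cells in which tebufenozide, 100 nM final, switches on Htt exon 1 with 103 glutamines linked to GFP; compounds are titrated.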
GAA glycogen mod = qHTS Assay for Inhibitors and Activators of Human alpha-Glucosidase Cleavage of Glycogen. Lysosomal alpha-glucosidase (Homo sapiens), P10253. recombinant GAA, glycogen substrate, Amplex Red glucose oxidase fluorescence. Potency, µM (titrated, usually from 76.4 µM), for the others: at the top dose activity change, negative = inhibition, actives largely listed as inhibitors. 300,000 compounds, 0.38% hits;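 further: 0% = full enzyme reaction and -100% = no-enzyme basal signal; the screen sought inhibitors and activators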
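Recombinant enzyme (4 nM final) with compounds titrated up to 77 uM and bovine liver glycogen (30 ug) in citrate pH 5.0, 0.01% Tween-20, 37 C 40 min. Released glucose detected by Amplex Red/glucose oxidase (Ex 573/Em 610); AC50 from Hill fits.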
GAA inhib = qHTS Assay for Inhibitors of Human alpha-Glucosidase as a Potential Chaperone Treatment of Pompe Disease. Lysosomal alpha-glucosidase (Homo sapiens), P10253. purified human GAA, 4-MU-alpha-glucoside fluorescence. Potency, µM (highest dose often 76.9 µM), for the others: top-dose activity change, negative = inhibition, usual class: inhibitors. 200,000 compounds, 0.005% hits. AID 1466, 2008;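 further: plate controls were uninhibited enzyme wells for no effect and no-enzyme background for full effect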
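Fluorescence at Ex 365/Em 440 nm from 4-methylumbelliferone reported enzyme activity after 20 min at room temperature. Reactions used 4 nM enzyme and 400 uM substrate at pH 5.0; curves fitted with the Hill equation.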
Tau fibril FP = qHTS for Inhibitors of Tau Fibril Formation, Fluorescence Polarization. K18 P301L tau heparin fibrillization, Alexa594 FP, 6 h. Microtubule-associated protein tau (Homo sapiens), P10636. Potency, µM (series often up to 57.7 µM), for inactives: at the highest dose activity, negative = inhibition, actives largely listed as inhibitors. 280,000 compounds, 0.39% hits. AID 1468, 2008; further: on the % scale 0 is the no-effect control and ±100 the full control effect; nearly all actives have a fitted effect of over 55% in size
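Human tau K18 […] P301L fragment, 15 uM unlabeled plus 0.24 uM Alexa 594-labeled tau (final), with compound and 20 uM heparin in 100 mM sodium acetate pH 7; 6 hr at 37 C, then Alexa 594 FP read.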
GLA spleen mod = qHTS Assay for Inhibitors and Activators of Human alpha-Galactosidase From Spleen Homogenate; Alpha-galactosidase A (Homo sapiens), P06280; human spleen homogenate, 4MU-alpha-Gal fluorescence, 40 min; 240,000 compounds, 0.008% hits; Potency, µM (highest dose often 80 µM), for the others: top-dose activity change, negative = inhibition, usual class: inhibitors; AID 2107, 2009;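 further: 0% = enzyme with vehicle and -100% = no enzyme basal signal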
Target sequence (P06280 32-429 limits assumed): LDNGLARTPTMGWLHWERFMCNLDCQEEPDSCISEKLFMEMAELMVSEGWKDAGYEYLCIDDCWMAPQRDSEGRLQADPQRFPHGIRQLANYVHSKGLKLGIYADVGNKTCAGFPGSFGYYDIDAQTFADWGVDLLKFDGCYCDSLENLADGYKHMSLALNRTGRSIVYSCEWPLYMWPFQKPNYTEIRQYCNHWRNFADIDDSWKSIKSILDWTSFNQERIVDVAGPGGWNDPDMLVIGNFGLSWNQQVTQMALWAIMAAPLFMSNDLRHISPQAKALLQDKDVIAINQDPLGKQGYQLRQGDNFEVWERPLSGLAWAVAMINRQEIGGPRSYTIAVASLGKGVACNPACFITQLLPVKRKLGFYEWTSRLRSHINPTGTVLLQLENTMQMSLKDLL
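Human spleen homogenate (1 ug) as enzyme source, 4-methylumbelliferyl-alpha-D-galactopyranoside 1 mM final, citrate/phosphate pH 5.0 with 0.01% Tween-20. Compounds 40 min at 37C, NaOH/glycine stop; fluorescence Ex 365/Em 440, Hill-fit AC50.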
GAA spleen mod = qHTS Assay for Inhibitors and Activators of Human alpha-Glucosidase From Spleen Homogenate; Potency, µM (highest dose often 79.9 µM), for the others: top-dose activity change, negative = inhibition, usual class: inhibitors; human spleen homogenate, 4-MU-alpha-glucoside fluorescence; 240,000 compounds, 0.006% hits; Lysosomal alpha-glucosidase (Homo sapiens), P10253; AID 2112, 2009;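 further: 0% = enzyme with vehicle and -100% = no enzyme basal signal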
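AC50 values come from Hill-equation fits of concentration-response data, normalized to no-enzyme and full-activity controls. Enzyme source: 1 ug human spleen homogenate; 1 mM fluorogenic 4-MU glucoside, pH 5.0 citrate buffer, 37 C, 40 min.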
Active calls of the source: *; u = inconclusive; x = not tested or not shown; & = joins results of further samples; [ ] = remark or other dose. The call rests on the fitted dose curve; in most records, active means well fitted curve in the direction sought with a large enough effect; inconclusive means small, poorly fitted or top-dose-only effect, or another doubt; inactive means no such curve, though single readings can be large; an effect the other way counts as inactive or inconclusive. Potency means the concentration at half of the fitted maximal effect.

SMILES	Tau fluor cs	Tau ThT inhib	HTT ATP protect	GAA glycogen mod	GAA inhib	Tau fibril FP	GLA spleen mod	GAA spleen mod
O=c1[nH]c(CN2CCN(S(=O)(=O)/C=C/c3ccccc3)CC2)nc2cc(Cl)ccc12	-27%	-8%	23%[10 µM]	8%	-24%	10%	-8%	-5%
CNc1nc2cccnc2s1	3%	5%	8%[10 µM]	3%	x	0%	6%	-2%
Cc1nc2nncn2c(N2CCN(c3ccccc3)CC2)c1C	-8%	-7%	x	-2%[76.3 µM]	x	2%	x	x
O=C(N/N=C/c1ccsc1)C1CC1	-5%	-1%	-9%	11%	2%	-7%	5%	0%
Cc1cc(C(=O)NC(=S)Nc2cccc(NC(=O)C(C)C)c2)ccc1[N+](=O)[O-]	u	u	-22%[10 µM]	-2%	-7%	14%	2%	3%
CCN1CCCC1CNC(=O)c1ccccc1Cl (configuration not stated)	-8%	-9%	9%[10 µM]	3%	8%	-1%	0%	-20%
Cc1ccc(N=Cc2c(C)[nH]n(-c3ccccc3)c2=O)nc1	-23%	u	0%[10 µM]	4%	x	-6%	1%	-6%
O=C(COC(=O)c1cnccn1)c1ccc2ccccc2c1	1%	-3%	-8%	x	-6%	-5%	2%	6%
CC(O)(CS(=O)(=O)Cc1ccccc1)C(=O)Nc1cccc(C(F)(F)F)c1 (configuration not stated)	-4%	-8%	-21%	7%	3%	1%	13%	-8%
Clc1ccccc1C1CC(c2ccccc2)=Nc2ccccc2N1 (configuration not stated)	u	-18%	-2%[10 µM]	-4%	x	12%	6%	6%
O=C(COc1ncnc2ccccc12)Nc1cc(S(=O)(=O)N2CCOCC2)ccc1Cl	2%	6%	-15%[10 µM]	12%	x	-5%	4%	0%
O=C(CN(Cc1cccs1)C(=O)c1csnn1)NC1CCCC1	5%	3%	23%[10 µM]	4%	4%	1%	-10%	0%
CC(=O)Nc1ccc(Nc2ccc3c4c(cc(=O)n3C)-c3ccccc3C(=O)c24)cc1	u	u	-46%[inhibitor]	9%	0%	3%	4%	x
COc1ccc(N(CCCN2C(=O)c3cccc4cccc(c34)C2=O)C(=O)c2cccnc2)cc1	-23%	u	10%[10 µM]	3%	1%	5%	-5%	2%
O=[N+]([O-])c1ccc(-c2ccn[nH]2)o1	-9%	-11%	x	-3%	-15%	-2%	4%	-2%
C=CCN(N=Nc1cccc([N+](=O)[O-])c1)c1cccc([N+](=O)[O-])c1	u	-22%	-2%	-6%	1%	12%	2%	-4%
CCC1=C2CC[C@H]3C(=O)NC(=O)[C@H]3[C@H]2[C@@]2(C)C(=NCC3CC3)OC(=O)N2C1=O	-6%	-3%	-19%	x	x	-6%	-16%	4%
N#Cc1ccsc1NC(=O)CN1CCCCCC1	-12%	-15%	-12%	11%	-3%	1%	0%	3%
CCCOc1ccc(NC(=O)CC2C(=O)N(CC)C(=S)N2CCNC(C)=O)cc1 (configuration not stated)	-15%	-7%	x	-6%	-6%	-12%	-2%	2%
Cc1nnc(SCC(=O)Nc2nnc(SCc3cccc(Br)c3)s2)s1	-11%	u	u	-3%	-6%	-12%	3%	-1%
N#Cc1ccc(NC(=O)CCc2ccc(S(=O)(=O)N3CCOCC3)cc2)cc1	-17%	-6%	-16%	-2%	u	0%	6%	-25%
Cc1cccc(C(=O)N2CCC(=O)N([C@H](COCc3ccc(Cl)cc3)Cc3ccccc3)CC2)c1	-6%	-20%	x	x	x	3%	-1%	6%
O=C(O)Cc1ccc(-n2cccc2)cc1	3%	-8%	-16%	6%	0%	3%	-5%	-2%
Cc1nc2nc(-c3ccc(Cl)cc3)[nH]n2c(=O)c1C	-9%	-16%	-55%[inhibitor]	3%	-8%	-2%	13%	-10%
COc1ccc(-c2c([C@H]3[C@H]4C=CC[C@@H](C)[C@@H]4C(=O)N3Cc3ccccc3)ccc3ccccc23)cc1OC	13%	2%	6%[10 µM]	-5%	x	3%	5%	-7%

Some of these compounds in order of the Tau fibril FP value, high to low.
SMILES,Tau ThT inhib,GAA glycogen mod,GAA inhib,Tau fibril FP,GLA spleen mod
O=c1[nH]c(CN2CCN(S(=O)(=O)/C=C/c3ccccc3)CC2)nc2cc(Cl)ccc12,-8%,8%,-24%,10%,-8%
CC(O)(CS(=O)(=O)Cc1ccccc1)C(=O)Nc1cccc(C(F)(F)F)c1 (configuration not stated),-8%,7%,3%,1%,13%
Cc1ccc(N=Cc2c(C)[nH]n(-c3ccccc3)c2=O)nc1,u,4%,x,-6%,1%

The list goes on.
SMILES	Tau fluor cs	Tau ThT inhib	HTT ATP protect	GAA glycogen mod	GAA inhib	Tau fibril FP	GLA spleen mod	GAA spleen mod
CSCCn1c(C(C)(C)C)cc(C(=O)O)c1C	-8%	-7%	2%[10 µM]	4%	-5%	-3%	-4%	-2%
O=C(CSc1n[nH]c(=O)[nH]c1=O)c1cccc([N+](=O)[O-])c1	-14%	-17%	-23%	-13%	-6%	-8%	4%	-1%
C=CCn1c(SCC(=O)C(C)(C)C)nnc1-c1ccccn1	-2%	-1%	-18%[0.074 µM]	-2%	-14%	1%	0%	-7%
CCOc1ncccc1C(=O)OCC(=O)N1CCc2ccccc21	0%	-2%	-8%	4%	-4%	2%	-14%	-26%
COCc1cc(C)nc(NCCO)c1C#N	2%	4%	6%	3%	0%	-3%	4%	-1%
CC(C)Cn1c(N)c(C(=O)COC(=O)c2cc(-c3ccco3)nc3ccccc23)c(=O)n(C)c1=O	u	u	-11%	-3%	12%	-1%&10%	7%&10%	0%&-9%
Cc1ccc(-c2csc3ncnc(SCC(=O)NCc4ccc5c(c4)OCO5)c23)cc1	-15%	0%	u	4%	1%	-13%	-5%	-10%
CC(=O)OC1CC(OC(C)=O)[C@]2(C)C(CC(=O)[C@]3(C)C2CC[C@@]2(C)C(C(=O)O)OC(=O)C4OC423)C1(C)C (some centres not stated)	-6%	0%	-65%[inhibitor]	x	x	-5%	-2%	12%
CN1CCN(CC(=O)Nc2c(C#N)cnn2-c2ccccc2)CC1	-3%	-1%	-11%[10 µM]	3%	x	-7%	3%	0%
O=C1N(Cc2cccc(Cl)c2)C[C@@H]2C[C@@H](c3ccsc3)N3CCC[C@@]123	0%	-4%	25%[10 µM]	7%	x	-11%	1%	-3%
Cc1ccc2nc(Cl)c(/C=C/C(=O)c3ccco3)cc2c1	1%	-18%	16%[10 µM]	-1%	x	4%	4%	1%
CCCOc1ccc(C(NC(=O)CC(C)C)NC(=O)CC(C)C)cc1OC	4%	-1%	x	7%	2%	5%	4%	-1%
COc1ccc(OCCC(=O)OCC(=O)c2ccc[nH]2)cc1	-15%	-12%	3%	-18%	u	-12%	-2%	1%
CC(=O)c1cccc(NC(=O)c2oc(C)nc2C)c1	-11%	-8%	-2%	-5%	0%	-14%	-2%	-4%
CCOc1ccc(CN2C(=O)c3ccccc3C2C(=O)NCC2CCCO2)cc1 (configuration not stated)	0%	0%	-25%	-17%	0%	-2%	0%	1%
Cn1cc(CN2CCCC(CNC(=O)c3ccc4c(c3)OCO4)C2)c2ccccc21 (configuration not stated)	-12%	-11%	-8%[10 µM]	-15%	-3%	-8%	7%	1%
CN(C)C(=O)NC1CCCCCCCCCCC1	-3%	0%	-12%	1%	-3%	1%	4%	-3%
Cc1ccc(OCC(=O)Sc2ccc(C)cc2)cc1	1%	u	-4%	-4%	-3%	3%	9%	7%
CCOC(=O)/C(C#N)=C1/C=CN(C)C(C)=N1	4%	7%	-6%	-1%	-5%	-7%	-10%	-16%
COC(=O)Cn1cc(C(=O)C(F)(F)F)c2ccccc21	-14%	-10%	4%[10 µM]	1%	9%	1%	-6%	0%
CCOc1ccc2[nH]c(=O)c(CN(CCCN3CCOCC3)Cc3nnnn3Cc3ccc(OC)cc3)cc2c1	-18%	-12%	-20%[10 µM]	u	9%	u	23%	11%
COc1ccccc1OCC(=O)Nc1ccc(S(=O)(=O)Nc2cc(C)nc(C)n2)cc1	0%	-7%	7%	-1%	0%	4%	-5%	-4%
CCCOC(=O)c1c(-c2ccccc2)c(-c2ccccc2)nn(C)c1=O	-10%	-11%	x	9%[76.3 µM]	x	0%	x	x
CC(=O)Nc1ccc(NC(=O)C2CCCN2C(=O)Nc2ccc(F)c([N+](=O)[O-])c2)cc1 (configuration not stated)	3%	-4%	-8%[10 µM]	11%	10%	1%	0%	0%
C=CCC(C)(O)C#Cc1ccccc1 (configuration not stated)	3%	3%	-3%	x	x	u	7%	-3%
Cc1ccccc1Cn1nc(C)c(NC(=O)c2ccccc2)c1C	4%	3%	x	26%	7%	3%	1%	-23%
COCc1cc(C)nc2sc3c(c12)NC(c1ccc(O)cc1)N(c1ccc(C)cc1)C3=O (configuration not stated)	u	-11%	x	u	x	-15%	x	x
O=C(Nc1cc(NC(=O)c2ccccc2Cl)ccc1Cl)c1ccccc1	u	-1%	x	-13%[76.3 µM]	x	-16%	x	x
CCN(CC)C(=O)Cn1cc(C(=O)C(=O)N2CC=C(c3ccccc3)CC2)c2ccccc21	-11%	u	-29%	1%	-7%	6%	1%	0%

Compound profiles (already shown):
COC(=O)Cn1cc(C(=O)C(F)(F)F)c2ccccc21 in the list: Tau fluor cs: -14%; Tau ThT inhib: -10%; HTT ATP protect: 4%[10 µM]; GAA glycogen mod: 1%; GAA inhib: 9%; Tau fibril FP: 1%; GLA spleen mod: -6%; GAA spleen mod: 0%
CC(=O)Nc1ccc(Nc2ccc3c4c(cc(=O)n3C)-c3ccccc3C(=O)c24)cc1 in the list: Tau fluor cs: u; Tau ThT inhib: u; HTT ATP protect: -46%[inhibitor]; GAA glycogen mod: 9%; GAA inhib: 0%; Tau fibril FP: 3%; GLA spleen mod: 4%; GAA spleen mod: x

Source: PubChem
